# High-throughput results deposited in PubChem BioAssay by several laboratories.
# SRC3 inh: SRC3 coactivator transcriptional activity inhibitors, primary screen, cell-based, luminescence | HEK293 GAL4-SRC3 luciferase reporter | actives 0.17% (n = 360,000) | inhibition, % at 3.6 µM | AID 588352, 2011 | Nuclear receptor coactivator 3 (Homo sapiens), Q9Y6Q9;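 active means inhibition above a per-campaign cutoff, the mean of all compounds plus 3 SD, cut at about 60% in these data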;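 further: 0% = DMSO-treated cells and 100% = gossypol-treated cells at 36 µM; higher means less SRC3-driven luciferase light from the GAL4 reporter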
# TROY signal inh: inhibitors of TROY-driven NF-kB signaling, primary screen, Q293 LMP1-TROYcd cells, NF-kB luciferase, uHTS | actives 0.98% (n = 360,000) | inhibition, % at 10 µM | Q293 LMP1-TROYcd NF-kB luciferase reporter, 4 h;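 active means compounds whose plate-normalised and pattern-corrected inhibition of the luciferase reporter signal at the single screening dose is 50% or more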
# NR5A2 inv ag: LRH-1 (NR5A2) inverse agonists, primary screen, cell-based, luminescence, HEK293T, StAR-luciferase reporter. actives 0.13% (n = 360,000). LRH-1 transfected, 24 h. inhibition, % at 3.6 µM. Nuclear receptor subfamily 5 group A member 2 (Homo sapiens), O00482;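 active means inhibition above the mean inhibition of all tested compounds plus 3 SD, cut at about 73% in these data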;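 further: 0% = DMSO wells and 100% = reporter-only cells lacking LRH-1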
# TWEAK-Fn14 inh: inhibitors of TWEAK-Fn14 signaling, primary screen, luciferase reporter cells, uHTS | TWEAK-stimulated Fn14 reporter cells, luciferase luminescence, 8 h | inhibition, % at 10 µM | actives 2% (n = 360,000); in the data active means inhibition above about 50%
# Granule exo inh: LAMP-1 surface exposure blockers, TALL-104 cells – cell-based, flow cytometry, MLPCN library, primary screen. TALL-104 LAMP-1 surface exposure; cells stimulated with thapsigargin and PMA. inhibition, % at 10 µM. actives 0.66% (n = 360,000). AID 651702, 2012;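 active means inhibition above about 55%, limit read from the data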
# SRC2 inh: inhibition of GAL4-SRC2 driven luciferase reporter, primary screen, SRC2 inhibitor project, cell-based, luminescence | Nuclear receptor coactivator 2 (Homo sapiens), Q15596 | HEK293 GAL4-SRC2 luciferase reporter | inhibition, % at 9 µM | actives 0.17% (n = 370,000) | AID 651957, 2012;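 active means inhibition above the mean inhibition of all tested compounds plus 3 SD, set per campaign, cut at about 52% in these data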;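 further: 0% = DMSO treated cells and 100% = cells given Gossypol at 36 µM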
# NCOA1 inh: SRC1 coactivator transcriptional activity inhibitors, primary screen, cell-based, luminescence. HEK293 GAL4-SRC1 luciferase reporter. Nuclear receptor coactivator 1 (Homo sapiens), Q15788. actives 0.12% (n = 360,000). inhibition, % at 3.6 µM;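 active means inhibition above the campaign mean plus 3 SD, with each screening campaign given its own cutoff, cut at about 60% in these data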;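 further: 0% = DMSO treated cells and 100% = gossypol at 36 µM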
# COUP-TFII inh: NR2F2 transcriptional activity inhibitors, primary screen, cell-based, luciferase reporter, HEK293T, luminescence; COUP transcription factor 2 (Homo sapiens), P24468; HEK293T NGFI-A luciferase reporter; inhibition, % at 8.6 µM; actives 0.7% (n = 370,000); AID 686940, 2013;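 active means inhibition above a per-plate cutoff, mean inhibition of test wells between control levels plus 3 SD, cut at about 38% in these data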;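 further: cells cotransfected with COUP-TFII expression vector driving the NGFI-A reporter; 0% = median of COUP-TF2 test wells and 100% = reporter-only cells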
# ABHD5 PLIN5 PPI: ABHD5-PLIN5 interaction inhibitors, primary screen, cell lysate, split luciferase complementation, luminescence; Perilipin-5 (Homo sapiens) + 1-acylglycerol-3-phosphate O-acyltransferase ABHD5 (Homo …; Split G. princeps luciferase complementation, 4 h; inhibition, % at 4 µM; actives 0.78% (n = 360,000); AID 602281, 2012;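 active means inhibition above the mean inhibition across every tested compound plus 3 SD, cut at about 22% in these data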;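 further: 0% = DMSO only wells and the 100% control is not disclosed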
# TLR9-MyD88 block: inhibitors of TLR9-MyD88 association in cells, primary screen, cell-based, CHO, BLA complementation, fluorescence | Toll-like receptor 9 (Homo sapiens) + Myeloid differentiation primary response protein … | CCF4 FRET ratio | inhibition, % at 4.98 µM | actives 0.21% (n = 340,000) | AID 504734, 2011;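 active means inhibition above the mean over all tested compounds plus 3 SD, cut at about 21% in these data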;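 further: 0% = DMSO only wells and 100% = clavulanate BLA inhibitor control wells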
# NOD2 RIPK2 PPI: NOD2-RIPK2 binding disruptors in cells, primary screen, fluorescence, CHO cells, BLA complementation. Receptor-interacting serine/threonine-protein kinase 2 (Homo sapiens), O43353. CCF4 ratio. inhibition, % at 4.98 µM. actives 0.38% (n = 360,000). AID 624267, 2012; in the data active means inhibition above about 21%;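 further: 0% = vehicle only and 100% = reference blocker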
# * = called active by the depositor; / = not tested or not shown. Some of the compounds tested; count on the stated rates, not on these rows.
SMILES,SRC3 inh,TROY signal inh,NR5A2 inv ag,TWEAK-Fn14 inh,Granule exo inh,SRC2 inh,NCOA1 inh,COUP-TFII inh,ABHD5 PLIN5 PPI,TLR9-MyD88 block,NOD2 RIPK2 PPI
O=C(NCc1ccncc1)C(=O)NCc1ccncc1,10,-27,17,-6,0,11,-8,-18,-2,8,-1
Cc1ccccc1CN1CCC(n2nccc2NC(=O)CCOc2ccccc2)CC1,-8,6,-2,1,-5,-35,3,5,2,1,1
CC(C)c1nc(SCC(=O)N2CCOCC2)c2c(=O)n(C)c(=O)n(C)c2n1,2,5,5,2,0,21,-18,4,-7,9,2
CC(NC(=O)COc1ccc(N(C)S(=O)(=O)c2ccccc2)cc1)c1ccccc1 (stereo not given),-3,-9,-14,-28,26,15,6,9,-1,0,-3
CCN1CCC(NC(=O)Nc2ccc(F)cc2F)CC1,27,7,13,16,2,2,-23,9,-3,-5,-2
CC(C)Cc1cc(C(=O)O)n[nH]1,1,1,13,2,1,-10,2,-6,-1,-4,-4
CC(C)CC(=O)Nc1ccc(C(=O)NNC(=O)C(c2ccccc2)c2ccccc2)cc1,9,0,-30,-16,0,1,12,-11,-4,-9,-27
CCOC(=O)Cc1csc(NC(=S)NC(=O)c2cc(OC)cc(OC)c2)n1,13,33,-6,3,8,-18,-42,-2,-3,-3,1
COC(=O)c1ccc(Cn2cc(Cl)cn2)cc1,-13,-35,-1,-6,-1,-18,10,5,2,-5,0
COc1cc(C(c2oc(CO)cc(=O)c2O)c2oc(CO)cc(=O)c2O)cc(OC)c1OC,6,-17,1,4,-5,-10,13,6,-2,-4,-16
CCOc1ccc(NC(=S)N(CCc2c(C)[nH]c3ccccc23)Cc2ccco2)cc1,-22,-15,1,3,7,-18,-2,16,3,15,4
Cc1cc(N2CCOCC2)nc(N)n1,6,5,-12,6,9,-29,9,0,-3,-4,0
CCCCCCCOC(=O)C1=C(C)Nc2ncnn2C1c1cccs1 (stereo not given),12,24,1,35,0,-9,18,-4,-9,13,0
O=C(/C=C/c1ccc([N+](=O)[O-])cc1)OCC(=O)N1CCCCCC1,-3,-4,-9,-3,10,11,-5,-2,-6,-11,-2
COc1ccc(OCC(=O)N2CCN(C(=O)c3cccc(F)c3)CC2)cc1,14,4,15,1,2,-8,-7,9,0,0,4
O=C(O)Cc1ccc(NCc2ccccc2Cl)cc1,-21,-24,-19,22,-2,28,-14,8,3,-5,0
O=C(CCCN1C(=O)c2cccc3cccc(c23)C1=O)Nc1nccs1,17,-18,8,-27,3,5,5,19,6,-2,1
CC(C)C[C@H](NC(=O)c1[nH]cnc1C(=O)N[C@@H](C)c1ccccc1)C(=O)OCc1ccccc1,-8,-1,23,-16,-2,/,9,/,-11,-4,-6
Cc1cc(CO)nn1-c1ccc([N+](=O)[O-])cc1,6,-14,12,-3,-4,-2,-14,8,5,/,-11
COc1cccc(NC(=O)C2(C)CCN2Cc2ccccc2Cl)c1 (stereo not given),0,15,-1,13,1,0,4,30,-1,/,-11
CCNC(=O)NC(=O)CSc1ccc(S(=O)(=O)N2CCOCC2)cn1,4,-4,-5,-7,-5,1,8,-18,-10,5,5
Cc1ccc(/C=C/C(=O)Nc2ccc(O)c3c(=O)cc(-c4ccccc4Cl)oc23)cc1,-3,-1,13,-1,-5,-16,-15,-2,8,2,-14
CC1=C(C(=O)Nc2cc(C)ccn2)C(c2cnn(C)c2)C2=C(CC(c3ccccc3)CC2=O)N1 (stereo not given),14,-1,-5,7,-5,-10,-21,4,1,3,-2
C[n+]1nc(Nc2ccccc2)sc1-c1ccc(O)cc1,4,1,7,12,-3,-4,5,1,14,3,-9
Nc1nc(CCOc2ccc(F)cc2)cs1,-77,-4,-15,-8,1,-29,-38,-22,3,1,-2
OC1CCN(Cc2cccc3ccccc23)CC1,20,7,1,-5,4,4,16,-7,1,-4,-6
N#Cc1cccc(NC(=O)CC2CCCC2)c1,6,-9,-40,-3,-2,7,-14,-27,-4,3,5
O=C(Nc1cccc(-c2ccc(N3CCOCC3)nn2)c1)c1ccccc1Cl,-76,-61,-83,-26,6,-28,-96,-30,-5,2,2
CC(CC(=O)Nc1ccc(-c2ccno2)cc1)n1cccn1 (stereo not given),-8,-16,-27,2,-1,-1,-73,1,6,-3,3
CCNC(=O)C1(C)CCCN(C(=O)c2ccc3ccccc3n2)C1 (stereo not given),-19,4,-13,21,6,-13,-14,8,1,/,-21
CCOCCCNC(=O)C(Cc1ccccc1)NS(=O)(=O)c1ccc2c(c1)c(=O)n(C)c(=O)n2C (stereo not given),-10,-12,-4,-4,0,-3,1,21,-4,-7,-6
CC[C@@H]1C=C(C(=O)O)[C@H](c2ccc(Cl)cc2)N1S(=O)(=O)c1ccc(C)cc1,-9,10,-4,-12,-3,13,-7,1,2,-8,-10
COc1cc(-c2ccc(=O)[nH]n2)ccc1OC(F)F,7,6,10,-5,-5,-28,8,-42,9,-1,-12
COc1ccc(C(=O)CN(Cc2ccccc2)C2=NCCS2)cc1,16,-9,22,9,-5,5,5,-10,7,4,0
N#C/C(=C\c1cccnc1)c1nc2ccccc2[nH]1,-43,-51,-87,9,-4,-52,-37,-18,7,/,-13
O=C(Cc1coc(-c2ccc(F)cc2)n1)NC1CCCCC1,4,17,-4,4,-3,-11,-8,-6,-8,-6,-4
Cc1cc2c(cc1S(=O)(=O)N1CCN(c3ccccc3F)CC1)OCC(=O)N2,7,-21,6,-10,-5,-5,-8,22,9,-25,-5
COc1ccc(NC(=O)c2c(C)nn(Cc3ccccc3)c2Cl)cc1S(=O)(=O)N1CCOCC1,4,1,9,20,8,0,5,-13,3,-4,3
COc1cc(CN2CCC(n3nccc3NC(=O)CCCc3ccccc3)CC2)ccc1O,-13,8,2,3,-2,-9,5,-9,4,-12,1
O=C(CCSc1nc(-c2ccco2)cc(C(F)(F)F)n1)N1CCN(c2ccccc2)CC1,13,5,-4,11,-7,-6,-10,22,-1,10,2
CC1(C)Cc2c(sc3nc4n(-c5ccccc5)cnn4c(=O)c23)CO1,10,18,-11,11,1,-9,10,18,3,1,-12
Cc1cc(Nc2ccccc2)n(CCC#N)n1,-15,6,9,7,6,-10,-19,-2,-7,-3,-8
CCOC(=O)CC1C(=O)NCCN1S(=O)(=O)c1ccccc1 (stereo not given),18,-15,14,14,-1,-8,22,-2,9,10,-16
O=C(COC(=O)c1cccc(-n2cnnn2)c1)c1ccc(F)c(F)c1,-9,-29,-23,-13,-5,-8,-29,-23,-8,3,1
Cc1nn2c(C)c(C(=O)Nc3ccccc3)cnc2c1C#N,-2,9,-9,0,-3,-10,18,2,2,4,3
COc1ccc(/C=N/NC(=O)c2cccc(NC(C)=O)c2)c(C(=O)O)c1OC,2,-15,-12,-1,-1,-4,-4,1,-10,1,-9
Cc1ccc([C@H]2C[C@@H](O)[C@H](n3cc(-c4ccc(F)cc4)nn3)CN2Cc2cccs2)cc1,-1,6,-2,3,0,-17,-12,-4,-2,1,-1
O=C(O)CCC(=O)Nc1ccccc1C(=O)NC1CCCCC1,-17,-22,-19,-15,-2,6,0,-2,7,-15,-3
O=C(NCc1ccc2c(c1)OCO2)C1CCCN1C(=O)Nc1ccccc1 (stereo not given),8,3,8,2,6,9,3,-11,0,-6,-8
COc1ccc(CCC(=O)Nc2nc3ccccc3[nH]2)cc1OC,-1,10,-16,-1,1,3,-53,3,-1,9,8
COc1cccc(CNC(=O)CN(C)S(=O)(=O)c2ccc3c(c2)c(=O)n(C)c(=O)n3C)c1,-11,-2,5,-5,0,-9,9,-3,-9,-12,-3
Cc1ccc(Cn2ncc3c(N4CCN(C5CCCC5)CC4)ncnc32)cc1,15,-3,-9,-17,-1,-20,-2,16,3,4,4
CC1(c2ccc(Cl)cc2Cl)NC(=O)N(CC(=O)NC2CCCCC2)C1=O (stereo not given),-26,2,-14,-12,-2,4,2,12,-3,-2,3
CCOC(=O)C1(C)NC(c2cccc(C)c2)C2C(=O)N(c3ccccc3)C(=O)C21 (stereo not given),10,6,-5,1,-1,4,18,6,3,3,4
CSc1ccccc1NC(=O)CN(C)C(=O)CNC(=O)c1ccc(Oc2ccccc2)cc1,-14,-17,-16,-3,-5,-12,-5,15,1,-3,8
COP(=O)(OC)c1nc(-c2cccc3ccccc23)oc1NCc1ccccc1,-13,9,4,4,-7,10,-11,-13,-5,-6,4
O=C(COc1ccc(Cl)cc1Cl)NC(=S)Nc1ccc(CN2CCOCC2)cc1,11,20,10,4,21,-4,11,-8,1,/,-3
COc1ccc(C(=O)N2CCN=C2SC)cc1,5,3,1,11,-4,-15,-3,-8,1,-2,-5
C/C(=N\Nc1ccc(C#N)cc1[N+](=O)[O-])c1ccc(O)cc1,8,14,-3,-15,-4,27,-16,10,6,-4,-9
Cc1c(C(=O)O)[nH]c2c1C(=O)CC(c1ccc(Cl)cc1)C2 (stereo not given),18,-1,-8,-12,-1,-3,-17,-9,1,-1,-2

# Fetched by structure from the entries so far (two):
SMILES,SRC3 inh,TROY signal inh,NR5A2 inv ag,TWEAK-Fn14 inh,Granule exo inh,SRC2 inh,NCOA1 inh,COUP-TFII inh,ABHD5 PLIN5 PPI,TLR9-MyD88 block,NOD2 RIPK2 PPI
Cc1c(C(=O)O)[nH]c2c1C(=O)CC(c1ccc(Cl)cc1)C2 (stereo not given),18,-1,-8,-12,-1,-3,-17,-9,1,-1,-2
COc1ccc(/C=N/NC(=O)c2cccc(NC(C)=O)c2)c(C(=O)O)c1OC,2,-15,-12,-1,-1,-4,-4,1,-10,1,-9

# The listing continues.
SMILES,SRC3 inh,TROY signal inh,NR5A2 inv ag,TWEAK-Fn14 inh,Granule exo inh,SRC2 inh,NCOA1 inh,COUP-TFII inh,ABHD5 PLIN5 PPI,TLR9-MyD88 block,NOD2 RIPK2 PPI
O=C(C1CC(=O)N(c2ccc(Cl)cc2)C1)N1CCN(Cc2ccc3c(c2)OCO3)CC1 (stereo not given),-8,-4,15,33,7,-75,-41,-5,1,5,-4
COCCNC(=S)Nc1ccc2[nH]c(=O)[nH]c2c1,18,-8,6,0,2,-5,-15,-26,-4,9,-6
OCC(O)CSc1nc(-c2ccccc2)nc2c1CCC2 (stereo not given),-1,7,4,1,-1,3,-6,4,-3,-2,-16
O=C(COc1ccc(-c2ccccc2)cc1)N/N=C/c1cc(O)ccc1Br,3,8,2,-1,-2,-4,2,-2,-4,-7,9
Cc1cccc(Cn2c(N3CCN(C)CC3)nc3c2c(=O)n(C)c(=O)n3C)c1,-17,-8,-12,-11,-6,-12,0,0,-4,-8,-12
